# H9c2 TAG inh – inhibitors of triacylglycerol accumulation, primary screen, cell-based, uHTS, fluorescence, H9c2; H9c2 cells, Nile Red lipid (TAG) fluorescence; cells loaded with 200 µM oleic acid; 230,000 tested, 0.66% active; inhibition, % at 12.5 µM;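 active = pattern-corrected inhibition of lipid staining of at least 50% with the nuclear-stain viability signal not falling by more than 50%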;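 also: 0% = DMSO wells and 100% = triacsin C control wells; some results filed as inactive read as strong as hits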
# H9c2 TAG inh DAPI viability – recorded beside H9c2 TAG inh, whose call it bears; DAPI nuclei signal change (viability), lower = more cytotoxic, %;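 whole-well DAPI fluorescence read on a plate reader as a viability signal; minus 50 percent equals half of cells still viable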
# Starred values were filed as active, the others as inactive; i = inactive; & = joins results of further samples. Some of the compounds tested, so the mix of outcomes need not match the whole.
SMILES,H9c2 TAG inh,H9c2 TAG inh DAPI viability
S=c1[nH]nc(-c2cccs2)n1/N=C/c1cccs1,-4,5
Cc1c(N(C)S(=O)(=O)c2ccc(Cl)c(C(=O)N3CCC(C(N)=O)CC3)c2)c(=O)n(-c2ccccc2)n1C,0,2
Cc1ccc([C@@H]2C[C@H]3[C@@H](CN2S(=O)(=O)c2ccc(C)cc2)C(=O)C[C@@H](c2cccc(Cl)c2)N3S(=O)(=O)c2ccc(C)cc2)cc1,28,-16
Cc1c(Cl)cccc1NC(=S)NCCC(C)C,-11,-5
C[C@@H](NS(=O)(=O)c1cc(Cl)ccc1F)[C@H](O)c1ccccc1,-3,-8
Cc1onc(-c2ccccc2)c1C(=O)N1CCC(C)(C(=O)NS(=O)(=O)C2CC2)C1 (stereo not given),0,3
O=C(NC1CCCC1)c1cccc2c1C(=O)c1ccc(/C=C/c3ccccc3)cc1S2(=O)=O,33,4
COc1ccc(/C=N\NS(=O)(=O)c2ccc(Br)cc2)cc1COc1ccccc1[N+](=O)[O-],10,-12
COc1ccc2cc(C3=CC(=O)CC(C)(C)C3=O)ccc2c1,4,3
COC(=O)CCCC1=CC2=CC(=O)C(C)(OC(=O)c3cccs3)C(=O)C2=CN1c1ccccc1 (stereo not given),9,4
CN(C)c1ccnc2sc(C(=O)c3ccc(Br)cc3)c(N)c12,-10,7
CC(C(=O)NC1CCCC1)N(C(=O)c1snc(C(N)=O)c1N)c1ccc2c(c1)OCCO2 (stereo not given),24,-3
O=C(COc1ccc(-c2nnco2)cc1)N1CCOCC1,4,10
O=C(Cn1ccc(C(F)(F)F)n1)N/N=C/c1ccc(N2CCOCC2)cc1,12,-7
Cc1ccc(OCC(=O)Nc2cnn(CCCC(=O)O)c2)c([N+](=O)[O-])c1,8,-10
Cn1cc(CN2CCCC(CNS(=O)(=O)c3cccc4cccnc34)C2)cn1 (stereo not given),-2,5
Cn1ncc(C#N)c1NC(=O)C1CC(c2ccc(Cl)cc2)=NO1 (stereo not given),1,-4
COc1ccc(C(=O)NNC(=O)c2cc3ccccc3cc2O)cc1,10,-8
CC1(CCC(=O)N2CCCC(N3CCN(c4cccc(C(F)(F)F)c4)CC3)C2)CC1 (stereo not given),1,3
O=C(CSc1nnnn1-c1ccccc1)NC(=O)Cc1ccccc1,-3,-5
CCO[C@@H]1OC(C(=O)NC2CC2)=C[C@H](c2csc3ccccc23)[C@H]1CCCO,-2,-7
CC1(C)Cc2ccccc2-c2nnc(-c3ccco3)n21,5,-10
CC1CCN(C(=O)CCCl)c2ccccc21 (stereo not given),-1,-4
Cc1cc(NC(=O)CCCSc2nc(-c3ccco3)cc(C(F)(F)F)n2)no1,-3,-5

# 7 entries drawn at random from the list so far, as already listed:
SMILES,H9c2 TAG inh,H9c2 TAG inh DAPI viability
COc1ccc(C(=O)NNC(=O)c2cc3ccccc3cc2O)cc1,10,-8
Cn1cc(CN2CCCC(CNS(=O)(=O)c3cccc4cccnc34)C2)cn1 (stereo not given),-2,5
Cc1cc(NC(=O)CCCSc2nc(-c3ccco3)cc(C(F)(F)F)n2)no1,-3,-5
CCO[C@@H]1OC(C(=O)NC2CC2)=C[C@H](c2csc3ccccc23)[C@H]1CCCO,-2,-7
O=C(COc1ccc(-c2nnco2)cc1)N1CCOCC1,4,10
O=C(Cn1ccc(C(F)(F)F)n1)N/N=C/c1ccc(N2CCOCC2)cc1,12,-7
Cn1ncc(C#N)c1NC(=O)C1CC(c2ccc(Cl)cc2)=NO1 (stereo not given),1,-4

# Next part
SMILES,H9c2 TAG inh,H9c2 TAG inh DAPI viability
COc1cc(OC)cc(-c2c(-c3cccs3)c3cc(-c4ccc(OCc5ccccc5)cc4)ccc3n2C)c1,-23,6
OCCN(CCO)c1cc2c3ccccc3ccc2c2ccccc12,-1,37
CNS(=O)(=O)c1cccc(C(=O)OCC(=O)c2cc(C)n(CC3CCCO3)c2C)c1 (stereo not given),2,-6
CC(Oc1ccccc1)C(=O)N1CCN=C1SCc1cccc(F)c1 (stereo not given),11,-11
COc1ccc(CCN2CC(C(=O)N(C)Cc3ccccn3)CCC2=O)cc1 (stereo not given),-11,8
O=C(CCCOc1ccccc1)NCCc1nc2ccccc2[nH]1,20,-11
CC(=O)Nc1cc(-c2cccc(C(=O)NCCN(C)C)c2)cn2c(-c3ccc(S(C)(=O)=O)cc3)cnc12,6,11
CC1CC(C)CN(C(=O)CSCC(=O)Nc2nc(-c3cccs3)cs2)C1 (stereo not given),43,-10
O=C(O)c1ccccc1C(=O)c1ccc2c(c1)N(Cc1ccc(Cl)c(Cl)c1)C(=O)CO2,-6,8
NC(=S)N/N=C/c1ccc(Br)o1,1,-2
CN(C)S(=O)(=O)NCc1ccc2c(c1)OCO2,3,5
CCCNC(=O)C[C@H]1C[C@H]2c3cc(NC(=O)Nc4ccc(F)cc4)ccc3O[C@H]2[C@@H](CO)O1,9,-3
Cc1ccc(CC(NC(=O)C2CCCCC2)C(=O)O)cc1 (stereo not given),0,2
CSCCC(NC(=O)c1ccccc1)C(=O)OCC(=O)N(C)CCC#N (stereo not given),-2,0
Cc1nonc1OCCCNc1ccc([N+](=O)[O-])cc1Cl,-8,20
CC1=C(C(=O)N(C)C)CC(CC(=O)NCC2CCCCC2)C(=O)N1Cc1ccccc1 (stereo not given),4,-1
C#CCN(C[C@@H]1[C@@H](OC(=O)NCc2ccco2)[C@@H](OC(=O)NCc2ccco2)CN(C(=O)OC(C)C)N1C(=O)OC(C)C)S(=O)(=O)c1ccc(C)cc1,55*,-31*
CCCC(CCC)C(=O)O,-31&4,6&5
CN(C)c1cccc2c(/C=N/O)ccc(N(C)C)c12,-1,-7
COC(=O)CCCC(=O)N1CCC(n2nccc2NC(=O)CCOc2ccccc2)CC1,19,0
CNc1cccc(-c2ccc(C(C)=O)s2)n1,7,11
Cc1ccc(CNc2nc(N)c([N+](=O)[O-])c(Nc3cccc(F)c3)n2)cc1,-274,5
CCOC(=O)c1c(-c2ccccc2)oc2ccc(O)c(CN3CCOCC3)c12,-119,8
N#C/C(=N\Nc1c(Cl)cccc1Cl)C(=O)NN,-7,20

# Part of the list above in a different format:
Cc1nonc1OCCCNc1ccc([N+](=O)[O-])cc1Cl
  H9c2 TAG inh: -8
  H9c2 TAG inh DAPI viability: 20
Cc1ccc(CNc2nc(N)c([N+](=O)[O-])c(Nc3cccc(F)c3)n2)cc1
  H9c2 TAG inh: -274
  H9c2 TAG inh DAPI viability: 5
CCCC(CCC)C(=O)O
  H9c2 TAG inh: -31&4
  H9c2 TAG inh DAPI viability: 6&5
Cc1ccc(CC(NC(=O)C2CCCCC2)C(=O)O)cc1 (stereo not given)
  H9c2 TAG inh: 0
  H9c2 TAG inh DAPI viability: 2

# (more compounds)
SMILES,H9c2 TAG inh,H9c2 TAG inh DAPI viability
O=C(/C=C/c1ccco1)N(Cc1ccccc1)C1CCS(=O)(=O)C1 (stereo not given),5,4
COc1ccc(C2CC(c3cccc(F)c3)=NN2c2ccc(S(N)(=O)=O)cc2)cc1 (stereo not given),11,i
CCCCN(C(=O)c1cc(-c2ccc(F)cc2)nc2ccccc12)c1c(N)n(CCCC)c(=O)[nH]c1=O,8,-1
O=C(CSCC(=O)OCC(=O)c1ccc(Br)cc1)Nc1ccc(Br)cc1,11,13
COc1ccc(C2=NN(C(=O)CSc3nc(=O)n4ccc(C)cc4n3)C(c3ccc(C)cc3)C2)cc1 (stereo not given),-2,1
COc1ccc(C#Cc2ccc3c(c2)O[C@@H](CN(C)C(=O)Nc2cccc(OC)c2)[C@H](C)CN([C@@H](C)CO)S3(=O)=O)cc1,77*,-16*
Cc1nc2c(C)cccn2c(=O)c1NC(=O)c1ccc(Br)o1,-11,6
Cc1ccc(-c2nc(C=Nc3cccc(C)c3)c(O)o2)cc1,-12,7
CCN1CCN(c2ccc(S(=O)(=O)N3CCOCC3)cc2NC(=O)CCC(C)C)CC1,1,15
CCCCN(C(=O)c1ccc(Cl)cc1)C1CC2CCC(C1)N2C (stereo not given),18,-14
O=C(Nc1ccc(Cl)c(S(=O)(=O)N2CCOCC2)c1)C1CCCC1,9,3
NC(=O)CC(c1ccccc1)c1ccco1 (stereo not given),-7,0
CCCCn1c(SCC(=O)NNC(=O)c2ccccc2)n[nH]c1=O,6,-8
Cc1cc(C)c2nc(N(CCN(C)C)C(=O)c3ccc(S(=O)(=O)N(C)CC4CCCO4)cc3)sc2c1 (stereo not given),24,1
CN(Cc1ccc(F)cc1)Cc1nc(CCc2ccccc2)no1,-22,-2
Cc1cc(S(=O)(=O)N2CCCCC2CCNC(=O)C(=O)NC2CC2)ccc1F (stereo not given),12,-17
N#C/C(=N\Nc1ccccc1[N+](=O)[O-])C(=N)N1CCCCC1,7,4
Cc1ccc(Cn2ccnc2SCC(=O)NC2CCCC2)cc1,-5,5
Cc1cccc(N2CCN(C(=O)/C=C/c3cccs3)CC2C)c1 (stereo not given),-4,7
Clc1ncccc1-c1nnn(-c2ccccc2)n1,17,3
CC(=O)SC(C[N+](=O)[O-])c1cn(C(C)=O)c2ccccc12 (stereo not given),6,5
Cc1ccc(OCC(=O)OCC(=O)NC2CCS(=O)(=O)C2)cc1C (stereo not given),5,1
Cc1cc(C)c(S(=O)(=O)N2CCN(C(=O)C3CCCO3)CC2)c(C)c1 (stereo not given),6,64
Cc1nc(-c2cccs2)sc1C(=O)NN,2,4
COc1ccc(-c2nc3c(n2O)CCc2c-3no[n+]2[O-])cc1,6,-6
O=c1[nH]c(NCCO)nc2c1C1(CCCCC1)Cc1ccccc1-2,12,32
COc1ccc(-c2cc(C(=O)N3CCCC(C(F)(F)F)C3)c3ccccc3n2)cc1 (stereo not given),17,40
COc1ccccc1C(C)NC(=O)CN(C)CC(=O)Nc1c(C)cccc1C (stereo not given),-17,12
COc1ccc(-c2noc(CCCC(=O)O)n2)cc1,-4,-6
CC(=O)Nc1sc2c(c1CN1CCN(C)CC1)CCCC2,-8,3
c1ccc2c(c1)CCc1ccccc1C2=C1CCNCC1,33,-11
COc1cccc(C(=O)COc2ccccc2N2C(=O)C3C4C=CC(C4)C3C2=O)c1 (stereo not given),-2,-7
O=C(CCc1nnc(-c2ccccc2)o1)NCC1CCN(C2CCCC2)CC1,-11,6
O=C(O)c1cccc(Oc2cccc(Cl)n2)c1,-22,7
N/C(=N\c1nc(CSc2ccc(Cl)cc2)cc(=O)[nH]1)Nc1ccccc1C(F)(F)F,-5,1
Cn1cnnc1SCC(=O)NN(c1ccccc1)c1ccccc1,-33,-6
O=C(O)c1cccc(S(=O)(=O)Nc2cc(Cl)ccc2Cl)c1,7,-3
COc1ccc2cc(C(=O)C3CCCN(Cc4ccccn4)C3)ccc2c1 (stereo not given),5,i
CCN(CC)S(=O)(=O)c1ccc(N2CCOCC2)c(NS(=O)(=O)c2ccc(Cl)s2)c1,13,-6
CCN(C(=O)/C=C/c1ccccc1)C1CCCCC1,-6,2
Cc1cccc(C)c1OCC(=O)OCC(=O)Nc1ccc(Cl)cn1,-32,8
O=C(CN(c1ccc2c(c1)OCCO2)S(=O)(=O)c1ccccc1)NCC1CCCO1 (stereo not given),8,-4
COC(=O)c1sc(S(=O)(=O)NC(C)C(=O)O)c(C(=O)OC)c1C (stereo not given),-7,-8
COC(=O)c1ccc(-c2n[nH]c(=O)c3ccccc23)cc1,7,12
Cc1cccc(COc2ccccc2C(=O)N(C)CC(=O)Nc2cccc(F)c2)c1,-2,-6
CCC(OC(=O)c1ccc(S(C)(=O)=O)c([N+](=O)[O-])c1)C(=O)NC1C2CC3CC(C2)CC1C3 (stereo not given),74,-74
COc1ccccc1N1CCN(C(=O)c2cccc(C(=O)N3CCN(c4ccccc4OC)CC3)c2)CC1,3,4
COc1ccccc1OCCNc1ccc(S(=O)(=O)N2CCCC2)cn1,-8,-2
COc1cc(Br)cc2cc(C(=O)N3CCCCC3C)c(=O)oc12 (stereo not given),-13,5
C#CCOCCOCCOCCNc1nc(N2CCN(C(=O)[C@H](CCCN=C(N)N)n3cc(C(N)[C@@H](C)CC)nn3)CC2)nc(N2CCN(C(=O)[C@H](CCC(=O)O)n3cc([C@@H](N)CC(N)=O)nn3)CC2)n1 (stereo not given in full),16,-1
CC(C)OC(=O)c1c(-c2ccc(C(C)C)cc2)csc1NC(=O)C1CCCO1 (stereo not given),-26,-9
Cc1ccc2[nH]c3c(N4CCN(Cc5ccccc5)CC4)ncnc3c2c1,-107,28
O=C(c1ccc([N+](=O)[O-])cc1[N+](=O)[O-])n1cnc2ccccc21,-4,-8
Cc1ccc(S(=O)(=O)N(Cc2c(F)cccc2Cl)C(=O)N2CCN(C)CC2)cc1,-6,-1

# Record cards (already shown). Order of values: H9c2 TAG inh | H9c2 TAG inh DAPI viability
# Listed for `COc1ccc(C2=NN(C(=O)CSc3nc(=O)n4ccc(C)cc4n3)C(c3ccc(C)cc3)C2)cc1` (stereo not given) → -2 | 1
# Listed for `C#CCOCCOCCOCCNc1nc(N2CCN(C(=O)[C@H](CCCN=C(N)N)n3cc(C(N)[C@@H](C)CC)nn3)CC2)nc(N2CCN(C(=O)[C@H](CCC(=O)O)n3cc([C@@H](N)CC(N)=O)nn3)CC2)n1` (stereo not given in full) → 16 | -1
